Assay outcomes as filed in PubChem.
KB-3-1 tox – kills parental KB-3-1 adenocarcinoma cells; 400,000 tested, 1.4% active; AID 1347075; KB-3-1 viability, CellTiter-Glo ATP luminescence, 72 h; Potency, µM (doses to about 46.1 µM), for the others: top-dose activity change, negative = cytotoxic, most hits filed as cytotoxic; also: potency is read from the fitted curve at half-maximal effect; % is scaled to controls: 0 for no effect and ±100 for the full control effect; nearly all actives have a fitted effect of over 60% in size
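Parental KB-3-1 adenocarcinoma cells in phenol-red-free DMEM with 10% FBS were pin-treated with compounds at several concentrations, incubated 72 h at 37 °C, and viability read by CellTiter-Glo luminescence; concentration-effect curves were fitted after normalization.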
KB-V1 MDR tox – kills drug-selected multidrug resistant KB-V1 cells; KB-V1 MDR cells viability, CellTiter-Glo, 72 h; Potency, µM (titrated, usually from 46.1 µM), without a hit: top-dose activity change, negative = cytotoxicity, actives largely listed as cytotoxic; 400,000 tested, 3.4% active; also: potency is read from the fitted curve at half-maximal effect; % is scaled to controls: 0 for no effect and ±100 for the full control effect; nearly all actives have a fitted effect of over 60% in size
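KB-V1 MDR subline cells in DMEM (phenol-red free, 10% FBS) exposed to compounds in qHTS concentration series for 72 h at 37 degrees C. Viability read by CellTiter-Glo luminescence; concentration-effect curves fitted after normalization and correction.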
HT1080 IDH1KD tx – kills HT-1080 cells with IDH1 knockdown; AID 686971; HT-1080 IDH1 knockdown viability, ATP luminescence, 48 h; Potency, µM (doses to about 46.1 µM), inactives show top-dose activity, negative = toxicity, usual class: cytotoxic; 360,000 tested, 2% active;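 also: potency is read from the fitted curve at half-maximal effect; 0% = DMSO wells and -100% = cell-free medium wells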
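% activity derives from luminescence (CellTiter-Glo), normalised to DMSO and no-cell wells. HT-1080-IDH1KD cells, 750/well, had 48 h compound exposure at 37 °C.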
HT1080NT lethal – kills 2HG-producing HT-1080-NT fibrosarcoma cells | HT-1080-NT fibrosarcoma viability, CellTiter-Glo ATP luminescence, 48 h | Potency, µM (highest dose often 46.1 µM), for the others: at the top dose activity, negative = less viability, usual class: cytotoxic | 360,000 tested, 1.6% active | AID 686970;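 also: NT is the 2HG producing partner of a matched IDH1 knockdown line; potency is read from the fitted curve at half-maximal effect; 0% = DMSO-treated cells and -100% = media-only wells without cells; nearly all actives have a fitted effect of over 55% in size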
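HT-1080-NT fibrosarcoma cells (2HG-overproducing), 750 cells/well in RPMI with 5% FBS, dosed after 2 h and incubated 48 h at 37C. CellTiter-Glo luminescence normalized to DMSO and no-cell wells; concentration-response curves fitted and classed.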
IL-1B inflam inh – blocks inflammasome-driven IL-1 beta release; THP-1 LPS/ATP IL-1B secretion, AlphaLISA, 16 h; hits give low values; activity change, % at 57.5 µM; 360,000 tested, 4.7% active; AID 743279; in the data active = activity change below about -50%; inconclusive = mostly about -30% to -49%; also: % is scaled to controls: 0 for no effect and ±100 for the full control effect
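Secreted IL-1B measured by AlphaLISA bead assay after 16 h compound exposure of THP-1 cells; compounds (final up to 57.5 uM) added 1 h before LPS (250 ng/mL) and ATP (1.25 mM) stimulation; lower signal means less secretion.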
SW480 rerep – DNA re-replication induction in SW480 cells. SW480 DNA re-replication, Hoechst DNA content imaging, 48 h. Potency, µM (highest dose often 46.1 µM), for the others: at the highest dose re-replication activation, hits mostly activators. 340,000 tested, 1.8% active. AID 624297; also: potency is read from the fitted curve at half-maximal effect; % of control where 0% means no effect; nearly all actives have a fitted effect of over 55% in size
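Image-based DNA-content assay: after two days of treatment, nuclei were labelled with the DNA dye Hoechst and imaged, and hits were compounds raising the count of nuclei showing high fluorescence intensity.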
MCF10A rerep – DNA re-replication induction in MCF 10a cells; Potency, µM (doses to about 46.1 µM), for inactives: top-dose activity, positive = re-replication, hits mostly activators; 350,000 tested, 2.9% active; MCF 10A DNA re-replication, Hoechst nuclear intensity, 48 h; AID 624296; also: potency is read from the fitted curve at half-maximal effect; % of control where 0% means no effect; nearly all actives have a fitted effect of over 50% in size
GLP1R cytotox – cytotoxic in the GLP-1 receptor inverse agonist counter-screen; 410,000 tested, 0.13% active; HEK293 cAMP-luciferase reporter cells, luminescence, 24 h; Potency, µM (top dose mostly 38.3 µM), for the others: at the highest dose activity change, negative = inhibition, usual class: inhibitors;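 also: loss of luciferase light is scored as toxicity; potency is read from the fitted curve at half-maximal effect; % is scaled to controls: 0 for no effect and ±100 for the full control effect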
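Luminescence readout: signal drop marks cytotoxicity. Plated cells grew 12 h at 37 °C, 5% CO2, received 23 nL compound for 24 h, then got luciferase reagent, read after 12 min at RT.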
DRD3 agonist – agonists of human D3 dopamine receptor. D3R DiscoveRx beta-arrestin cells, luminescence, 90 min. max activation, %. P35462. 410,000 tested, 0.58% active; in the data active = max activation above about 30%; also: 0% is about no effect; mostly tested at two doses, the higher about 12 µM
Target sequence (P35462 whole entry, looked up): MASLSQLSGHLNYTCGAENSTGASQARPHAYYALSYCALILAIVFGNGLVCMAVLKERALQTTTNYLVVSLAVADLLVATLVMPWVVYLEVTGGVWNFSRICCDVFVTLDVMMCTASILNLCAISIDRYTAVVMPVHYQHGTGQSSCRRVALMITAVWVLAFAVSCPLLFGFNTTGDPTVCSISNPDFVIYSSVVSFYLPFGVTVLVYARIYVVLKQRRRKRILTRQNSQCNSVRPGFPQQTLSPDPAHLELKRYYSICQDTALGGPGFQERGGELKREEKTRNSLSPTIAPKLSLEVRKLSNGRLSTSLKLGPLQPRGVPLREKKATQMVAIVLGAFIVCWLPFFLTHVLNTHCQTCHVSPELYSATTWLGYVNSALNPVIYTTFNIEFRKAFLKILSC
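Agonist mode: compounds and dopamine controls were applied to plated cells for 90 min at 37 degrees C after an overnight attachment at 1500 cells/well. Luminescent read-out followed 30 - 60 minutes at room temperature with DiscoveRx detection reagent.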
An asterisk follows results filed as active; ? = inconclusive; . = no result given; & = joins results of further samples; [ ] = remark or other dose. Unless noted, calls follow the shape of the dose curve; as a rule, active = well fitted curve in the direction sought with a large enough effect; inconclusive = small, poorly fitted or top-dose-only effect, or another doubt; inactive = no such curve, though single readings can be large; an effect the other way counts as inactive or inconclusive.

item	mol	IL-1B inflam inh	GLP1R cytotox	KB-V1 MDR tox	DRD3 agonist	MCF10A rerep	HT1080 IDH1KD tx	HT1080NT lethal	KB-3-1 tox	SW480 rerep
1	Cc1ccc(Cl)c(NC(=O)COC(=O)C2CCC2)c1Cl	1	-1%	27%	-4	0%	7%	13%	-3%	-341%[inhibitor]
2	Cc1cc(C(=O)N/N=C/c2ccc[nH]2)n[nH]1	-3	17%	1%	-1	-2%	-1%	26%	-4%	-2%
3	S=c1nc(-c2ccccc2)n(CCN2CCOCC2)c2c1CCCC2	39	2%	1%	-10	0%	0%	-2%	-18%	-9%
4	O=C(CCNC(=O)N1CC(=O)Nc2ccccc21)NCc1ccc(F)cc1	22	2%	4%	-15	-1%	20%	12%	-7%	2%
5	CN(Cc1ccccc1)C(NC(=O)c1ccccc1)C(Cl)(Cl)Cl (stereo unspecified)	14	-10%	-4%	12	-9%	-1%	12%	1%	-4%
6	CC(=O)Nc1ccc(Nc2nc(Cl)nc(Nc3ccc(NC(C)=O)cc3)n2)cc1	-6	5%	-1%	-2	14%	?	?	0%	14%
7	COC(=O)C1C2OC(C(Br)C2Br)C1C(=O)OC (stereo unspecified)	27	4%	1%	8	.	1%	11%	8%	.
8	CCOC(=O)c1ccc(N2C(=O)c3n[nH]c(-c4ccco4)c3C2c2ccc([N+](=O)[O-])cc2)cc1 (stereo unspecified)	?	?	?	5	?	?	-28%	?	?
9	CCOC(=O)Cc1[nH]nc2c1C(C1C=CCCC1)C(C#N)=C(N)O2 (stereo unspecified)	-90*	-10%	-3%	0	?	21µM*	?	-11%	16%
10	CC(C)c1onc(C(=O)NC(C)c2ccccc2)c1[N+](=O)[O-] (stereo unspecified)	2	4%	?	-1	1%	4%	5%	-2%	21%
11	CCOc1cccc(C(=O)Nc2ccccc2C(=O)N2CCOCC2)c1	0	3%	5%	2	-4%	1%	-1%	15%	-3%
12	CCOC(=O)c1sc(N)c(C(=O)OCC)c1COC(=O)C1CC(=O)N(Cc2ccco2)C1 (stereo unspecified)	-11	-1%	?	-5	5%	-7%	-2%	11%	-6%
13	COc1cc(/C=N/NC(=O)c2nonc2C)ccc1O	18	-7%	4%	-2	-3%	-5%	-1%	-3%	-12%
14	Cc1ccc(NC(=O)Cn2nc(C)c3ccccc3c2=O)c(C)c1	-1	0%	-9%	0	16%	-2%	-2%	2%	-1%
15	CCc1cc(=O)oc2c(C)c(OCC(=O)NCc3ccccn3)ccc12	13	14%	-2%	27	6%	-5%	0%	-3%	-6%
16	CCOC(=O)c1c(C)oc2cc(Br)c(OCC(N)=O)cc12	-1	2%	4%	-2	14%	3%	7%	9%	1%
17	COc1ccc(S(=O)(=O)N2CCN(C3CCCC(C)C3)CC2)cc1 (stereo unspecified)	?	5%	-2%	-1	3%	11%	6%	2%	?
18	O=C(NC1(C(F)(F)F)NC(=O)N(Cc2cccnc2)C1=O)c1cccs1 (stereo unspecified)	14	-7%	-12%	-3	0%	2%[9.24 µM]	10%	14%	0%
19	COc1ccc([C@H]2[C@H](C(=O)C(C)(C)C)N3N=Cc4ccccc4C3[C@]23N=C(c2ccccc2)OC3=O)cc1OC (stereo partly specified)	6	-9%	?	-2	15%	-12%	-2%	3%	2%
20	O=C(CNC(=O)c1nc[nH]c1C(=O)N1CCc2ccccc2C1)OCc1ccccc1	22	11%	9%	40*	19%	-1%	1%	?	-5%
21	O=C(CN1CCCCCC1)Nc1ccc(S(=O)(=O)N2CCOCC2)cc1	-4	12%	-14%	1	-4%	-4%	0%	-5%	-3%
22	C=CCc1c(O)c(CC)cc2c(C)cc(=O)oc12	84	.	3%	2	4%	-8%	1%	18%	12µM*
23	COc1ccc(C(O)c2nc(-c3ccc(F)cc3OC)cs2)cc1 (stereo unspecified)	-16	-11%	-6%	0	.	16%	-5%	0%	.
24	CCCCn1c(N)c(N(CCOC)C(=O)c2ccc3c(c2)C(=O)N(c2ccccc2C)C3=O)c(=O)[nH]c1=O	15	6%	-1%	-15	1%	-1%	-13%	-3%	-11%
25	C=CCNc1nc(-c2sc(NC(=O)C(C)(C)C)nc2C)c(-n2cc(-c3ccccc3)nn2)s1	-1	-29%	16µM*	24	.	?	?	?	.
26	COc1ccc(CC(=O)Oc2ccc(C)cc2Br)cc1S(=O)(=O)N1CCOCC1	-5	1%	-4%	3	-1%	2%	2%	7%	3%
27	O=C(Cn1nnc(-c2cccc(C(F)(F)F)c2)n1)NCc1ccc(F)cc1	.	4%	?	2	.	.	.	21%	.
28	O=C(N/C(=N\O)c1ccccc1)Nc1ccc(Cl)cc1	10	-13%	5%	-6	?	2%	8%	6%	15%
29	CCCCn1c(N)c(N(CCOC)C(=O)CCS(=O)(=O)c2ccc(Cl)cc2)c(=O)[nH]c1=O	6	10%	-3%	-13	1%	1%	3%	-4%	-3%
30	CCOC(=O)Cc1csc(NC(=O)C(C)c2ccc([N+](=O)[O-])cc2)n1 (stereo unspecified)	0	9%	-19%	-1	1%	2%	7%	8%	-23%

Some of the entries above, reformatted:
Below each SMILES – IL-1B inflam inh	GLP1R cytotox	KB-V1 MDR tox	DRD3 agonist	MCF10A rerep	HT1080 IDH1KD tx	HT1080NT lethal	KB-3-1 tox	SW480 rerep
21: O=C(CN1CCCCCC1)Nc1ccc(S(=O)(=O)N2CCOCC2)cc1
 : -4	12%	-14%	1	-4%	-4%	0%	-5%	-3%
22: C=CCc1c(O)c(CC)cc2c(C)cc(=O)oc12
 : 84	.	3%	2	4%	-8%	1%	18%	12µM*
23: COc1ccc(C(O)c2nc(-c3ccc(F)cc3OC)cs2)cc1 (stereo unspecified)
 : -16	-11%	-6%	0	.	16%	-5%	0%	.
24: CCCCn1c(N)c(N(CCOC)C(=O)c2ccc3c(c2)C(=O)N(c2ccccc2C)C3=O)c(=O)[nH]c1=O
 : 15	6%	-1%	-15	1%	-1%	-13%	-3%	-11%
25: C=CCNc1nc(-c2sc(NC(=O)C(C)(C)C)nc2C)c(-n2cc(-c3ccccc3)nn2)s1
 : -1	-29%	16µM*	24	.	?	?	?	.
26: COc1ccc(CC(=O)Oc2ccc(C)cc2Br)cc1S(=O)(=O)N1CCOCC1
 : -5	1%	-4%	3	-1%	2%	2%	7%	3%
27: O=C(Cn1nnc(-c2cccc(C(F)(F)F)c2)n1)NCc1ccc(F)cc1
 : .	4%	?	2	.	.	.	21%	.
28: O=C(N/C(=N\O)c1ccccc1)Nc1ccc(Cl)cc1
 : 10	-13%	5%	-6	?	2%	8%	6%	15%
29: CCCCn1c(N)c(N(CCOC)C(=O)CCS(=O)(=O)c2ccc(Cl)cc2)c(=O)[nH]c1=O
 : 6	10%	-3%	-13	1%	1%	3%	-4%	-3%
30: CCOC(=O)Cc1csc(NC(=O)C(C)c2ccc([N+](=O)[O-])cc2)n1 (stereo unspecified)
 : 0	9%	-19%	-1	1%	2%	7%	8%	-23%

Next part:
item	mol	IL-1B inflam inh	GLP1R cytotox	KB-V1 MDR tox	DRD3 agonist	MCF10A rerep	HT1080 IDH1KD tx	HT1080NT lethal	KB-3-1 tox	SW480 rerep
31	N#Cc1ccccc1OCC(=O)N1CC(=O)Nc2ccccc21	16	-4%	-4%	-5	.	2%	3%	1%	.
32	Clc1ccc(CSc2nc3ccncc3[nH]2)cc1	16	-3%	18%	4	-12%	?	-22%	?	-23%
33	CN(C)Cc1c(C(=O)N/N=C/c2ccco2)nnn1-c1nonc1N	-3	4%	2%	-28	-1%	-2%	3%	1%	-1%
34	COc1ccc(OC2CCN(S(=O)(=O)c3ccc(OC)cc3)CC2)cc1	19	10%&1%	4%&-4%	-5&-10	4%	-13%	-14%	-1%&-20%	-2%
35	CCCC12CN3CC(C)(CN(C1)C3c1ccc(OCc3ccccc3)cc1)C2=O (stereo unspecified)	.	1%	20%	-1	.	.	.	10%	.
36	Cc1cc2oc(=O)ccc2cc1[N+](=O)[O-]	18	7%	-11%	20	9%	14%	9%	13%	-15%
37	Clc1ccc(Oc2cccc(/C=N/n3cnnc3)c2)cc1	-2	-7%	0%	7	?	-15%	-15%	-3%	0%
38	O=C(N/N=C/c1ccc(Cl)cc1Cl)c1cccc(F)c1	?	?	-26%	-41	1%	?	?	12%	13%
39	O=C(N/N=C/c1cccc(O)c1)c1ccc(COc2cccc3cccnc23)cc1	-5	-4%	-10%	0	13%	-5%	-15%	-11%	-4%
40	COc1cccc(/C=N/NC(=O)CCc2c(C)n[nH]c2C)c1O	68	7%	-1%	-8	11%	?	-22%	-14%	?
41	Cc1cnc(C(=O)N(c2ccc(N3CCOCC3)cc2)C2C(=O)Nc3ccccc3N=C2c2ccc(F)cc2)cn1 (stereo unspecified)	13	-2%	3%	3	.	8%	6%	0%	.
42	CC(/C=C/c1ccc(N(C)C)cc1)=N\N=C1\NC(=O)CC(C(=O)Nc2ccccc2)S1 (stereo unspecified)	-22	7%	-22%	2	12µM*	?	-17%	-2%	?
43	CCOC(=O)c1c(N)n(-c2ccc(CC)cc2)c2nc3ccccc3nc12	.	7%	0%	7	.	.	.	14%	.
44	O=C(Nc1ccc(Cl)cn1)C1CCN(c2ncnc3c2nc2n3CCCCC2)CC1	-91*	-9%	21µM*	6	?	?	?	?	?
